Screens (PubChem)
CXXC DNA block = MLL CXXC-DNA interaction inhibition | Q03164 | MLL-CXXC / FITC-HOXA9 DNA fluorescence polarization | Potency, µM (highest dose often 115 µM), for inactives: at the highest dose activity change, negative = inhibition, hits mostly inhibitors | actives 0.037% (n = 290,000); active = well fitted inhibition curve with a large enough effect in the polarisation, with a control signal flat, not every such curve was filed as active; inconclusive = small, poorly fitted or top-dose-only effect, or effect the other way, or a change in a side signal; inactive = no such curve, though single readings can be large or run the other way; the % refers to the polarisation; note: potency is the fitted concentration of half-maximal effect
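Purified MLL-CXXC (added from a 7 uM solution) was preincubated 5 min at ambient with pinned compounds in 50 mM Tris-HCl pH 7.5, 50 mM NaCl, 1 mM DTT, 0.05% BSA. Fluorescein-labeled HOX-A9 DNA (50 nM solution) followed, 30 min, then polarization read.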
Mito fusion act = mitochondrial division inhibition or fusion activation; AID 485298; actives 0.23% (n = 320,000); Potency, µM (top dose mostly 46.1 µM), without a hit: at the top dose growth rescue (activation), hits mostly activators; S. cerevisiae fusion-defective mutant growth rescue, CellTiterGlo 48 h;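 note: potency is the fitted concentration of half-maximal effect; % of control where 0% means no effect; nearly all actives have a fitted effect of over 45% in size; temperature-sensitive fusion mutants such as fzo1-1 at 37 °C on non-fermentable ethanol glycerol medium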
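Temperature-sensitive fusion-defective S. cerevisiae (e.g. fzo1-1, mgm1-5) were grown with compound in YPEG medium (3% ethanol, 3% glycerol) for 48 hours at 37C. Growth rescue was measured as viability by CellTiterGlo luminescence after 10 minutes at ambient.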
Menin MLL FP TR = inhibitors of human menin-MLL interaction, mutant MLL peptide | Menin + Texas Red MLL mutant peptide, fluorescence polarization | O00255 | actives 0.23% (n = 270,000) | Potency, µM (top dose mostly 61.6 µM), inactives show top-dose FP activity change, negative = inhibition, most hits filed as inhibitors; active = well fitted inhibition curve with a large enough effect in the polarisation, with a control signal flat, not every such curve was filed as active; inconclusive = small, poorly fitted or top-dose-only effect, or effect the other way, or a change in a side signal; inactive = no such curve, though single readings can be large or run the other way; the % refers to the polarisation; note: potency is the fitted concentration of half-maximal effect; % of control where 0% means no effect; many of its hits are not listed in these tables
MBNL1-CUG inh = MBNL1-poly(CUG) RNA binding inhibition | TR-FRET MBNL1-His/biotin-(CUG)12 binding, 665/545 ratio | Potency, µM (series often up to 57.5 µM), without a hit: at the highest dose activity change, negative = inhibition, actives largely listed as inhibitors | actives 0.036% (n = 280,000); active = well fitted inhibition curve with a large enough effect in the signal ratio, with a control signal flat, not every such curve was filed as active; inconclusive = small, poorly fitted or top-dose-only effect, or effect the other way, or a change in a side signal; inactive = no such curve, though single readings can be large or run the other way; the % refers to the signal ratio; note: potency is the fitted concentration of half-maximal effect; % is set by controls: 0 for no effect and ±100 for the full control effect
Target sequence (Q9NR56 whole entry, looked up): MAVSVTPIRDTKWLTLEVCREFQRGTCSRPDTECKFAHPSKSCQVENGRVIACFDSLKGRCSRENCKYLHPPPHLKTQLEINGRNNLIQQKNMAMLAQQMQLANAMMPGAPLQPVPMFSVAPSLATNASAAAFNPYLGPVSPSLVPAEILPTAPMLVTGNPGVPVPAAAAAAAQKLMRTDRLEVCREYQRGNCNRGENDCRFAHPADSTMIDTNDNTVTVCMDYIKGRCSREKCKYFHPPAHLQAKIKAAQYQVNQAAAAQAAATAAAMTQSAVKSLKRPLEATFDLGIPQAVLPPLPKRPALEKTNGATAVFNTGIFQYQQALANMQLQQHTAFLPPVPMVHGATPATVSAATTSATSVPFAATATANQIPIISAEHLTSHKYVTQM
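MBNL1-His + Biotin-(CUG)12, cpd titration 92 nM–58 uM; Tb anti-His Ab 0.055 ng/ul, SA-XL665 5 nM (final); 60 min RT; ratiometric 665/545 nm, Ex 340 nm; normalized to buffer and full-complex controls.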
TSG101-PTAP inh = blocks PTAP/TSG101 interaction to inhibit HIV-1 budding; Q99816; Fluorescence polarization, FITC-PTAP peptide / Tsg101 binding; Potency, µM (top dose mostly 115 µM), inactives show top-dose activity change, negative = inhibition, hits mostly inhibitors; 340,000 tested, under 10 active; AID 493005; active = well fitted inhibition curve with a large enough effect in the main read-out, with a control signal flat, not every such curve was filed as active; inconclusive = small, poorly fitted or top-dose-only effect, or effect the other way, or a change in a side signal; inactive = no such curve, though single readings can be large or run the other way; note: potency is the fitted concentration of half-maximal effect; % of control where 0% means no effect
Target sequence (Q99816 whole entry, looked up): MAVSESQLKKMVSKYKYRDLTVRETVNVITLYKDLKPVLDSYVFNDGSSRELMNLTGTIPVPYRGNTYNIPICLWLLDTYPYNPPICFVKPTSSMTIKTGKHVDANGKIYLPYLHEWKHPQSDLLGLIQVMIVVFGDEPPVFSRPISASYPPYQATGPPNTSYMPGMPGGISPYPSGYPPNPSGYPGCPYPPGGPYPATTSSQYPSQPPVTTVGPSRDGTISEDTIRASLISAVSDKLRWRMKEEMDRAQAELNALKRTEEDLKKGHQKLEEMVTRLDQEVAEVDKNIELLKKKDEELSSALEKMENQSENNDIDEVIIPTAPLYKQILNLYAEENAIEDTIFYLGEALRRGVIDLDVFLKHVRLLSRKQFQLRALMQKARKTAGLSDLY
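Fluorescence anisotropy tracks displacement of a FITC-tagged PTAP peptide (50 nM) from the Tsg101 binding domain (10 uM), following a 20 min room-temperature incubation at pH 7.5.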
AT treatment = candidate therapy for ataxia-telangiectasia; […] A-T fibroblasts, KAP-1 phosphorylation AlphaLISA; neocarzinostatin DNA damage 30 min before lysis; Potency, µM (series often up to 57.5 µM), inactives show at the highest dose activation, actives largely listed as activators; actives 0.19% (n = 320,000); AID 485349; note: potency is the fitted concentration of half-maximal effect; % of control where 0% means no effect; nearly all actives have a fitted effect of over 45% in size
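ATM-like activity read as KAP-1 phosphorylation via AlphaLISA donor/acceptor antibody pairs after lysis and 6 hr at 25C. Cells were ATM-null patient fibroblasts ([…], hTERT), dosed 60 min, then exposed to the DSB inducer NCS for 30 min.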
ASM inhibitor = blocks human secretory acid sphingomyelinase | P17405 | actives 0.006% (n = 340,000) | placental ASM, HMU-PC fluorogenic substrate, 60 min | Potency, µM (titrated, usually from 57.5 µM), without a hit: at the highest dose activity change, negative = inhibition, usual class: inhibitors; note: potency is the fitted concentration of half-maximal effect
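qHTS format. ASM enzyme prepared from human placenta hydrolyses the fluorogenic substrate HMU-PC0 (9 uM final) over 60 min at 37 °C after a 10 min compound preincubation.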
a7 integrin act = activates integrin-mediated alleviation for muscular dystrophy | alpha7betagal myoblasts, beta-gal FDG fluorescence, 48 h | Potency, µM (highest dose often 38.3 µM), inactives show top-dose activation, actives largely listed as activators | actives 0.064% (n = 350,000);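 note: potency is the fitted concentration of half-maximal effect; 100% = response of the positive control SU9516; nearly all actives have a fitted effect of over 60% in size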
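alpha7betagal+/- myoblasts (passage 13, 250/well) treated 48 h at 37C with compounds at 1:260 dilution of DMSO stock. Lysed, then beta-galactosidase activity read as FDG fluorescence (ex 480/em 540) after 30 min, with pre-read for autofluorescence.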
TSHR antag = blocks TSH signaling through the human TSH receptor. P16473. activity change, negative = inhibition, % at 11.5 µM. actives 0.2% (n = 330,000). AID 504810. TSHR-expressing cells, TSH-stimulated cAMP HTRF, 2 h; active compounds read low;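 active = activity change below a set negative limit, meaning inhibition stronger than a set level, cut at about -70% in these data; inconclusive = activity change between two set negative limits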; note: % is set by controls: 0 for no effect and ±100 for the full control effect
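Freshly harvested TSHR cells receive pin-tooled compound, then EC80 TSH at 4nM final. After 2 hours at 37 deg C, antibody in lysis buffer and cAMP-d2 are added; 30 minutes at ambient temperature precede the HTRF read.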
TCR act = activates T cell receptor signaling; primary human leukocytes, anti-CD3, IL-2 HTRF, 48 h; Potency, µM (top dose mostly 9.22 µM), for the others: at the top dose activation of IL-2 secretion, hits mostly activators; 330,000 tested, under 10 active; note: % of control where 0% means no effect
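Using a-CD3 beads without co-stimulation, primary human leukocytes were exposed to compounds for 48 hr. An HTRF IL-2 kit measured the cytokine, with europium-to-d2 energy transfer producing emission at 665nm upon 320nm excitation.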
The depositor's hits bear a star; ? = inconclusive; . = not tested or not shown; [ ] = another dose, or the depositor's remark. Unless noted, calls come from the whole dose curve; as a rule, active = well fitted curve in the direction sought with a large enough effect; inconclusive = small, poorly fitted or top-dose-only effect, or another doubt; inactive = no such curve, though single readings can be large; an effect the other way counts as inactive or inconclusive.

SMILES	CXXC DNA block	Mito fusion act	Menin MLL FP TR	MBNL1-CUG inh	TSG101-PTAP inh	AT treatment	ASM inhibitor	a7 integrin act	TSHR antag	TCR act
COc1ccc(NS(=O)(=O)c2cccc(C(=O)NCc3ccccc3CN3CCOCC3)c2)cc1	.	.	.	.	-10%	.	0%	-24%	.	4%
CC(C)NC(=O)C(Cc1ccccc1)N1C(=O)c2ccccc2C1=O (configuration not stated)	-1%	-5%	3%	7%	-8%	-2%	-2%	5%	-6	-2%[46.1 µM]
CCOc1ccc(Nc2nc(N)c([N+](=O)[O-])c(N3CCN(C)CC3)n2)cc1	9%	-2%	-24%	8%	-5%	-18%	-8%	11%	-2	8%
COc1cc(/C=N/NC(N)=O)cc([N+](=O)[O-])c1O	-10%	1%	-22%	?	-1%	2%	-2%	12%	-25	-5%
O=C(COC(=O)c1cc(=O)[nH]c(=O)[nH]1)Nc1cccc(Cl)c1	.	.	.	.	2%	0%	3%	-9%	-2	-2%
Cc1ccccc1Nc1c(F)c(F)c(F)c(F)c1C(=O)O	5%	4%	?	-26%	2%	-1%	1%	-18%	-7	-12%
CCOC(=O)c1sc(NC(=O)CN2C(=O)NC3(CCCCCCC3)C2=O)c(C(=O)OCC)c1C	1%	-3%	.	-11%	1%	0%	-5%	?	24	2%
CCCCC[C@]12Cc3cc(OC)c(OC)cc3[C@H](O1)c1c(cc(C)oc1=O)O2	3%[23 µM]	0%[9.22 µM]	3%[11.7 µM]	-8%[11.5 µM]	.	10%[11.5 µM]	.	.	.	.
CC[C@@H]1CCCCc2ccccc2[C@H](C(=O)C[C@H](O)CC(C)=O)OC1=O	.	.	.	.	-8%	11%	1%	-6%	0	6%
O=C(Nc1ccccn1)c1ccc(=O)[nH]n1	-1%	-12%	5%	19%	1%	0%	3%	2%	2	5%
CCCNC(=O)c1ccc2c(=O)c(O)c(-c3ccc(C)cc3)[nH]c2c1	26%	9%	.	?	3%	-16%	30%	-17%	-5	4%
O=c1cc(CN2CCN(Cc3ccccc3)CC2)c2cc(Cl)ccc2o1	-12%	4%	0%	-6%	2%	6%	5%	8%	-2	1%
Cc1nc(-c2ccccc2)sc1C1(C)CC(c2ccccc2F)=NO1 (configuration not stated)	.	.	.	.	-8%	.	-3%	-11%	.	2%
O=C(CNC(=O)c1ccccc1F)NC1CCN(Cc2ccccc2)CC1	53%[activator]	7%	-12%	-3%	-1%	-8%	4%	?	-10	-3%
Cc1ccc(C)c(C(=O)O/N=C(\N)c2ccc(Br)cc2)c1	-4%	7%	-5%	-8%	-10%	.	-2%	0%	-12	3%
O=C(NCc1ccc2c(c1)OCO2)c1ccco1	9%	2%	-1%	.	-3%	-3%	3%	-33%	6	6%
CC(C)(C)c1nnc(N/N=C/c2ccccc2O)n(N)c1=O	?	-4%	-5%	7%	-2%	-2%	-1%	-9%	-5	-1%[46.1 µM]
S=C(NCCSCc1ccccc1Cl)Nc1ccccc1	7%	10%	21%	?	-4%	-6%	-5%	-15%	-6	0%
COc1cccc(N2CCN(c3ncnc4c3cnn4-c3ccc(C)cc3C)CC2)c1	6%	1%	-19%[11.7 µM]	9%	-4%	6%	-12%	-49%[inhibitor]	-93*	4%
O=C(CN1C(=O)C(=O)N(Cc2ccccc2)C1=O)c1ccc[nH]1	.	-1%	.	.	-4%	2%	-1%	6%	5	5%
Cc1ccc(Cl)cc1N(CC(=O)NC1CCCC1)C(=O)c1csnn1	19%	5%	2%	1%	-6%	3%	3%	-31%	-6	7%
Cn1c(SCc2ccc(Cl)cc2)nnc1-c1ccc2nonc2c1	2%	0%	.	.	-1%	-3%	12%	-3%	-3	2%
COc1ccccc1NC(=O)C1=C(C)Nc2nc(CCCO)nn2C1c1ccc2c(c1)OCO2 (configuration not stated)	-3%	-7%	1%	-2%	-2%	2%	3%	0%	6	-6%
Cc1ccc(S(=O)(=O)CCC(=O)OCc2nc(N)nc(Nc3ccccc3C)n2)cc1	.	-2%	.	.	3%	2%	9%	-26%	-10	-25%
CCCSc1cc(N2CCOCC2)nc(-c2ccccc2Cl)n1	-10%	3%	3%	0%	-5%	-1%	-15%	-9%	-19	0%
CC(=O)N1CCN(CC(C)(C)NS(=O)(=O)c2ccccc2)CC1	.	.	.	.	0%	22%	-3%	5%	.	-1%
CC/C(=C\c1ccc(Cl)cc1)c1ccncc1	.	.	.	.	-2%	.	-1%	20%	.	4%
COc1cc(C(=O)C(=O)c2ccc(OC)c(OC)c2)ccc1O	.	.	.	.	-5%	.	-2%	15%	.	-1%
CC(=O)[C@H]1[C@@H]2C(=O)N(c3cccc(Cl)c3)C(=O)[C@@H]2[C@H]2c3ccccc3C=CN21	-17%	1%	?	?	-13%	2%	11%	-32%	8	-2%
c1ccc(-c2noc(-c3ccc4c(c3)OCO4)n2)cc1	3%	-2%	?	3%	49%[activator]	0%	7%	?	-4	1%
CNc1nc(-c2ccc(S(=O)(=O)N3CCCCC3)cc2)cs1	.	1%	.	.	-6%	10%	55%[activator]	-12%	13	0%
CC(=O)N1c2ccccc2C(=O)OC1c1cccnc1 (configuration not stated)	-6%	2%	-5%	-7%	-1%	3%	0%	18%	-5	0%
CC(C)C(=O)Nc1nnc(Cc2ccccc2)s1	4%	-4%	-1%	-2%	-2%	11%	3%	-6%	10	4%
Cc1ccc(CNC(=O)CN(C(=O)C2(C)CC(=O)N=C3C=CC=CN32)c2ccccc2)cc1 (configuration not stated)	5%	6%	12%	5%	-1%	6%	29%	-21%	-9	4%
Cc1ccc(N(C(C)C(=O)N2CCCCC2)S(C)(=O)=O)cc1C (configuration not stated)	-5%	-5%	-10%	-6%	0%	8%	2%	12%[7.66 µM]	-1	5%
COc1ccc(-c2cc(C3CCN(c4ccc(C(C)=O)cc4[N+](=O)[O-])CC3)[nH]n2)cc1	-5%	-19%	.	24%	-4%	2%	?	-50%[inhibitor]	-24	-2%
CCCCCC(=O)NC(CC(=O)OC)c1ccc2c(c1)OCO2 (configuration not stated)	-5%	-7%	-7%	-5%	0%	2%	3%	0%	1	-3%
Cc1nn(C)c(C)c1CN(C)C(=O)c1cnn2c1NC(c1ccccc1)CC2C(F)(F)F (configuration not stated)	-5%	3%	-5%[11.7 µM]	-2%	-3%	13%	-2%	2%	2	6%
COc1ccc(C(=O)NCC(=O)N/N=C/c2cccc(OC(=O)c3ccco3)c2)cc1OC	137%[activator]	11%	-4%	.	-4%	1%	-3%	0%	-9	2%
Cc1ccc2[nH]c3nc(SCC#N)nnc3c2c1	14%	?	24%	11%	-3%	15%	-1%	1%	-8	-7%
O=C(N/C(=C\c1ccccc1)C(=O)N1CCCCCC1)c1ccccc1	0%	1%	-4%	0%	-6%	-1%	-1%	-2%	-7	-7%
Fc1ccccc1/C=N/n1cnnc1	-1%	1%	14%	-6%	-1%	-5%	-1%	10%	9	-3%
COc1ccc(N2CCN(C(=O)CN(c3cccc(OC)c3)S(=O)(=O)c3ccccc3)CC2)cc1	?	1%	-2%	-4%	1%	0%	?	-10%	-1	-3%
COc1ccc(NC(=O)c2sc3ncn(CC(=O)N4CCN(c5ccccn5)CC4)c(=O)c3c2C)cc1OC	39%[activator]	-2%	13%	8%	-4%	-12%	-2%	-2%	-9	2%
Nc1nnc(SCC(=O)N2CCN(c3cccc(Cl)c3)CC2)n1-c1ccccc1	.	.	.	.	-1%	.	0%	1%[7.66 µM]	.	6%
CCNc1nc2c(c(=O)[nH]c(=O)n2C)n1CC(C)C	5%	-4%	14%	-5%	-2%	-3%	1%	-4%	-4	-7%
Cc1cccn2c(=O)c3cc(C(=O)NCc4ccco4)c(=N)n(C4CCCCC4)c3nc12	14%	12%	.	?	1%	7%	192%[activator]	-7%	-8	0%
Cc1ccnc(NC(=O)CCC(=O)N(CC(=O)NCc2ccc(F)cc2)c2cccc(F)c2)c1	-3%	3%	0%	-10%	0%	3%	-2%	-8%	0	-4%
CC(C)(C)[C@H](N)C(=O)N[C@H]1CCC2C3CC=C4C[C@@H](O)CC[C@]4(C)C3CC[C@@]21C (some centres not stated)	.	.	.	.	-2%	-1%	-3%	-53%[inhibitor]	-35	-2%
COc1ccc(N2CCN(C(=O)c3cc4ccccc4o3)CC2)cc1	2%	5%	.	-12%	-2%	-10%	-4%	-12%	10	2%
Cc1cc(Cl)n2ncc(-c3ccccc3)c2n1	17%	-11%	.	.	-2%	-15%	-3%	-23%	-49	1%

Only part of the results is shown; count on the stated rates, not on these rows.
